S3 lipid droplet – qHTS Assay for Lipid Storage Modulators in Drosophila S3 Cells | hit rate 0.64% among 320,000 | Drosophila S3 cells, BODIPY lipid droplet fluorescence, 18-24 h; cells fed with added oleic acid | lipid storage change, negative = inhibition, % at the top dose, mostly 46.1 µM; hits show Potency in µM; active = well fitted inhibition curve with a large enough effect in the signal ratio, with a control signal flat, not every such curve was filed as active; inconclusive = small, poorly fitted or top-dose-only effect, or effect the other way, or a change in a side signal; the % refers to the signal ratio
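Laser-scanning cytometry quantifies lipid droplet accumulation (500–530 nm total intensity; droplet/cell object ratio) in oleic acid-fed (400 uM added) Drosophila S3 cells treated with a concentration series. 20 uM Triacsin C defined 100% inhibition.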
S3 lipid droplet cell count max – second read-out of S3 lipid droplet, no call of its own (marks repeat the call); cell number change, %; measured here: cell count max response;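 cells counted by Cell Tracker Red CMTPX staining in the red channel; peak over a dose series mostly up to 46.1 µM; percent activity relative to internal control wells on each plate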
* = called active by the depositor; i = inactive; ? = inconclusive; nt = not tested or not shown; [ ] = remark or other dose. % is scaled to controls: 0 for no effect and ±100 for the full control effect; potency is read from the fitted curve at half-maximal effect. This is a subset; the hit share may differ from the screen's.

The line under a structure holds: S3 lipid droplet | S3 lipid droplet cell count max
> O=C(CSc1ccc(-c2ccco2)nn1)N1CCCC1
  ? | nt
> O=C(C1CCCN(S(=O)(=O)c2ccc(Cl)cc2)C1)N1CCCC1 (stereo unspecified)
  i | -1.7
> O=C(OCCN1CCCCC1)c1ccccc1F
  -2.2% | 9.5
> Cc1cc(C)c(C)c(S(=O)(=O)Nc2ccccc2C(=O)NCCCn2ccnc2)c1C
  ? | nt
> N/C(=N\OC(=O)c1cccs1)c1cccc(Br)c1
  ? | nt
> COc1ccc(-n2nc(C(=O)NCC(=O)NCCCN3CC(C)CC(C)C3)c3ccccc3c2=O)cc1Cl (stereo unspecified)
  -15.6% | -15.9
> CCOc1cc(CNCCCN2CCOCC2)ccc1OCC(=O)NC(C)(C)C
  ? | nt
> C[N+]1(CC(O)COCC2COc3ccccc3O2)CCOCC1 (stereo unspecified)
  ? | nt
> CC(=O)NC1=NC(=O)/C(=C/N2CCCCC2)S1
  ? | nt
> Cc1nn(Cc2ccc(F)cc2)c(C)c1NC(=O)c1noc2c1CCCCC2
  ? | nt
> Cc1nnc(SCC(=O)c2ccc(Cl)cc2)n(N)c1=O
  ? | nt
> CC1CC(C)CN(CC(O)COCCOc2ccc(Br)cc2)C1 (stereo unspecified)
  23.0% | 16.7
> CN1CCC(=C2c3ccccc3C(O)c3ccccc32)CC1 (stereo unspecified)
  -0.8% | 2.7
> CC(=O)Nc1cccc(C(=O)Nc2cccnc2)c1
  0.9% | -18.9
> COC(=O)c1ccc(NC(=O)c2sc3nc(-c4ccccc4)cn3c2C)cc1
  1.2% | 6.5
> CC[C@H]1OC(=O)[C@H](C)[C@@H](O[C@H]2C[C@@](C)(OC)[C@@H](O)[C@H](C)O2)[C@H](C)[C@@H](O[C@@H]2O[C@H](C)C[C@H](N(C)C)[C@H]2O)[C@](C)(O)C[C@@H](C)C(=NOCOCCOC)[C@H](C)[C@@H](O)[C@]1(C)O
  -13.0% | -10.2
> CCCCSc1c(C)c2cc3c(cc2[nH]c1=O)OCO3
  ? | nt
> c1ccc2cc(Sc3ncnc4c3oc3ccccc34)ccc2c1
  ? | nt
> CCc1ccc(NC(=O)CSc2nncn2-c2cccnc2)cc1
  ? | nt
> CCOc1ccc(/C=C2\CCc3ccccc3C2=O)cc1
  ? | nt
> Cc1nc2ccccc2c(=O)n1NC(=O)c1ccc(F)cc1Cl
  ? | nt
> O=C(CCn1cnc2ccccc2c1=O)Nc1nc(-c2ccc(Br)cc2)cs1
  ? | nt
> CC1CCCN(C(=O)Cn2c(-c3nonc3N)nc3ccccc32)C1 (stereo unspecified)
  -16.5% | -2.3
> CCOc1cc(NC(=S)NCC2CCCO2)c(OCC)cc1NC(=O)CC (stereo unspecified)
  -4.2% | 8.3
> CS(=O)(=O)NCCSCc1c(Cl)cccc1Cl
  ? | nt
> CCCCn1c(SCC(=O)c2ccc3c(c2)NC(=O)CO3)nc2cc(S(N)(=O)=O)ccc21
  -3.8% | -3.5
> COc1ccc(/C(N)=N/OC(=O)CSc2ccc(C)cc2)cc1OC
  ? | nt
> COc1ccc(C2C(C(=O)Nc3ccc(F)cc3)=C(C)Nc3nc(CCCO)nn32)cc1 (stereo unspecified)
  -3.5%[9.22 µM] | -1.1
> CCOC(=O)C(NCc1ccc2c(c1)OCO2)(NC(=O)CC)C(F)(F)F (stereo unspecified)
  ? | nt
> CC(=O)N(C)C(c1ccc(N(C)C)cc1)c1nnnn1-c1c(C)cccc1C (stereo unspecified)
  ? | nt
> O=[N+]([O-])c1ccc(COc2cccc(CNc3ccc(F)cc3)c2)cc1
  -1.9% | 1.0
> COc1ccccc1CC(NC(C)=O)C(=O)NC1CCN(C(=O)Nc2ccccc2F)CC1 (stereo unspecified)
  ? | nt
> CCN1CCN(S(=O)(=O)c2cccc(S(=O)(=O)N3CCOCC3)c2)CC1
  0.7% | 15.3
> COCCN1C(=O)C(=O)/C(=C(/O)c2ccc(S(=O)(=O)N3CCOCC3)cc2)C1c1ccc(O)c(OC)c1 (stereo unspecified)
  ? | nt
> O=C(/C=C/c1ccc2c(c1)OCO2)NCCSCc1ccc(Cl)cc1
  1.6% | nt
> COC(=O)c1cc2occc2n1Cc1nc(-c2ccccc2F)oc1C
  ? | nt
> CC(=O)Nc1cccc(NC(=O)Nc2cccc(F)c2)c1
  0.3% | 1.6
> CCOc1ccc2nc(NC(=S)N(C)C)sc2c1
  i | nt
> CC(=O)c1cccc(CN2CCCC(CCC(=O)NCc3ccc(C)o3)C2)c1 (stereo unspecified)
  11.9% | 6.8
> N/C(Cn1cncn1)=N\NC(=O)c1ccc(Cl)cc1Cl
  ? | nt
> CC1CCCC(C)N1C(=O)CNCc1ccc2c(c1)OCO2 (stereo unspecified)
  ? | nt
> CCC(C(=O)NCc1ccco1)N(C(=O)CNS(=O)(=O)c1ccccc1)c1ccccc1C (stereo unspecified)
  -4.6% | 1.4
> COC(=O)Cn1c(=NC(=O)c2ccc(S(=O)(=O)N3CCOCC3)cc2)sc2cc(S(N)(=O)=O)ccc21
  ? | nt
> CCC(=O)N1CCCc2cc(S(=O)(=O)N3CCN(c4ccccc4F)CC3)ccc21
  ? | nt
> COc1cc(C(=O)Oc2cccc(/C=N/NC(=O)c3cccnc3)c2)cc(OC)c1OC
  ? | nt
> CN(C)S(=O)(=O)c1ccc(=S)[nH]c1
  ? | nt
> CC(NC(=O)CNC(=O)C1O[C@@H]2OC(C)(C)O[C@@H]2[C@H]2OC(C)(C)O[C@@H]12)C(=O)O (stereo partly specified)
  ? | nt
> CSc1ccccc1C(=O)Nc1ccccc1C(=O)NC(C)C
  17.7% | 1.2
> Cc1ccc(CNC(=O)C2CCC(=O)N2Cc2ccc(F)cc2)cc1 (stereo unspecified)
  10.3% | 5.8
> COc1ccc(OC)c(NC(=O)N2CCCc3ccccc32)c1
  i | -14.4

Not a retest: entries from further up.
The line under a structure holds: S3 lipid droplet | S3 lipid droplet cell count max
> CN(C)S(=O)(=O)c1ccc(=S)[nH]c1
  ? | nt
> CC(NC(=O)CNC(=O)C1O[C@@H]2OC(C)(C)O[C@@H]2[C@H]2OC(C)(C)O[C@@H]12)C(=O)O (stereo partly specified)
  ? | nt
> CSc1ccccc1C(=O)Nc1ccccc1C(=O)NC(C)C
  17.7% | 1.2
> Cc1ccc(CNC(=O)C2CCC(=O)N2Cc2ccc(F)cc2)cc1 (stereo unspecified)
  10.3% | 5.8
> COc1ccc(OC)c(NC(=O)N2CCCc3ccccc32)c1
  i | -14.4

Other structures
The line under a structure holds: S3 lipid droplet | S3 lipid droplet cell count max
> C[C@@]12C(=O)N(Cc3ccc(Cl)cc3)CC(=O)N1[C@H]1c3ccccc3OC[C@@H]1[C@@H]2c1ccccc1
  ? | nt
> CCc1occc(=O)c1Oc1cc(NN2CCCCC2)c([N+](=O)[O-])cc1[N+](=O)[O-]
  ? | nt
> N#CCN1CCC2(O)CCCCC2C1c1ccc2c(c1)OCO2 (stereo unspecified)
  -3.3% | 1.2
> Cn1c(=O)[nH]c(=O)c2c1nc(NCCCn1ccnc1)n2Cc1ccc(F)cc1
  i | 15.2
> O=S(=O)(c1cccc2nsnc12)N1CCN(Cc2ccccc2)CC1
  6.51µM* | 1.3*
> CN(Cc1ccccc1)S(=O)(=O)c1ccc2c(c1)OCCO2
  ? | nt
> CCC(C)(C)NC(=O)c1cc(S(=O)(=O)N2CCc3ccccc32)cn1C
  5.5% | 10.1
> COc1ccc2cnnc(SCC(=O)Nc3ccccc3)c2c1OC
  ? | nt
> C=CCn1c(=O)n(CCC#N)c(=O)n(CCC#N)c1=O
  ? | nt
> Cn1c(=O)oc2cc(S(=O)(=O)N3CCCc4ccccc43)ccc21
  ? | nt
> CCCCOCCCNC(=O)c1ccc(OC)cc1
  ? | nt
> O=C(CCc1c[nH]c2ccccc12)NCC(=O)Nc1ccc(F)c(F)c1F
  ? | nt
> C=C(C)Cn1c(CCCNC(=O)CCC)nc2ccccc21
  i | nt
> CCCN(C(=O)COc1ccc(C(C)=O)cc1OC)C1CCS(=O)(=O)C1 (stereo unspecified)
  ? | nt
> Cc1ccc(C2C(C(N)=S)=C(N)OC3=C2C(=O)CC(C)(C)C3)cc1 (stereo unspecified)
  -20.6% | -6.5
> COc1ccc(OC)c(/C=C/C(=O)Nc2ccc3c(c2)CCC3)c1
  -6.3% | -15.6
> COC(=O)[C@H](CCSC)NC(=O)NC1CCN(Cc2ccccc2)CC1
  ? | nt
> COc1cc(C(c2c(O)cc(C)[nH]c2=O)c2c(O)cc(C)[nH]c2=O)ccc1O
  ? | nt
> CCOCCCNC(=O)C(=O)NCCCOCC
  23.3% | 12.3
> CCOC(=O)c1[nH]c2c(c1-c1ccccc1)C(=O)CC(c1ccc(Cl)cc1)C2 (stereo unspecified)
  ? | nt
> Cc1ccc(C(=O)N2CCN(Cc3ccc4c(c3)OCO4)CC2)o1
  -1.2% | 18.7
> O=C(NCC1CCCO1)C1CCCCN1S(=O)(=O)c1ccc(F)cc1 (stereo unspecified)
  ? | nt
> COC(=O)CSc1ccccc1C(=O)OC
  ? | nt
> Cc1cc(NN)nc2ccc(Cl)cc12
  ? | nt
> CCOC(=O)C1CCN(C(=O)c2cc3cc(F)ccc3[nH]2)CC1
  i | nt
> N#C/C(=C\c1ccc([N+](=O)[O-])o1)C(=O)Nc1ccc(F)cc1
  ? | nt
> Cc1cc(Br)c2nc3c(c(C(=O)O)c2c1)CCCCC3
  -5.0% | -0.3
> Cc1cc(SCc2cccc(C(F)(F)F)c2)nc(=O)[nH]1
  i | nt
> CCOC(=O)C1=C(COC(=O)CNC(=O)c2ccccc2F)NC(=O)NC1C (stereo unspecified)
  24.5% | nt
> Cc1ccc(-c2nnc(N(C)C(=O)c3ccccn3)s2)cn1
  ? | nt

Next structures
Molecule,S3 lipid droplet,S3 lipid droplet cell count max
COc1cccc(C2/C(=C(/O)c3ccncc3)C(=O)C(=O)N2CCCN(C)C)c1 (stereo unspecified),6.51µM*,2.9*
CC(C)(C)OC(=O)NCCCC[C@H](NC(=O)c1nc[nH]c1C(=O)NCc1ccccc1)C(=O)OC(C)(C)C,-0.2%,-0.1
CC1(C)CCc2nc(SCc3ccccc3)c(C#N)cc2C1,2.0%,-12.2
COc1ccc(CCNC2CCN(C)CC2)cc1OC,?,nt
CCOC(=O)c1cc(-c2nnc(SCC(=O)Nc3ccc(F)cc3)o2)c(C)nc1C,?,nt
COc1ccc(C(=O)Nn2c(C)nc3ccccc3c2=O)cc1OC,3.9%,7.4
COC(=O)c1cc(NC(=O)CN2C(=O)CSC2=O)ccc1Cl,15.2%,1.9
COc1ccccc1N1CCN(C(=O)CSc2ccc3c(C)cc(C)nc3n2)CC1,?,nt
CCC1=NC(c2ccccc2)N(O)C1(C)C (stereo unspecified),?,nt
Cc1nc(N2CCOCC2)c2c(C)c(C(=O)Nc3ccc(F)cc3Cl)sc2n1,0.7%,5.9
CCOC(=O)C1(CCc2ccccc2)CCN(C2Cc3ccccc3C2)CC1,?,nt
O=C(NNC(=O)C12CC3CC(CC(C3)C1)C2)c1ccccc1[N+](=O)[O-],?,nt
CCOC(=O)NC(NC(=S)Nc1ccccc1[N+](=O)[O-])C(Cl)(Cl)Cl (stereo unspecified),?,nt
Cc1ccc(C2CCN(C(=O)Nc3ccc(F)cc3)C2)cc1 (stereo unspecified),-18.0%,-6.1
CCC1COC(c2cccn2Cc2ccc(Cl)cc2)=N1 (stereo unspecified),-0.5%,-8.7
COc1ccc2c(c1)c(=O)oc1cc3oc(C)c(C)c3cc12,i,1.3
CCOC(=O)Cn1c(=O)c(F)cn(Cc2ccc(OC)c([N+](=O)[O-])c2)c1=O,?,nt
COc1ccc(N2C(=O)C(O)C2c2ccc(C)cc2)cc1 (stereo unspecified),?,nt
CCn1c(/C=C/c2c(C)[nH]c3ccccc23)nc2ccccc2c1=O,-9.7%,-10.7
Cc1ccc([N+](=O)[O-])cc1NC(=O)Cc1cccs1,-4.8%,10.5
CSCCC1NC(=O)N(CC(=O)Nc2ccc(N3CCCCC3)cc2)C1=O (stereo unspecified),31.0%,22.0
CCc1ccccc1NC1=NCC(=O)N1C1CCCCC1,?,nt
CCC(C)[C@H](NC(=O)N1CCCCCC1)C(=O)OC (stereo partly specified),-4.3%,5.8
O=C(CCCn1c(=O)oc2ccccc21)N1CCN(c2ccc(F)cc2)CC1,-2.9%,-0.9
COc1cccc(CNC(=O)CSc2nc3ccc(C)cc3[nH]2)c1,-26.5%,-0.7
COc1cccc(COC(=O)C2CC(=O)N(Cc3ccco3)C2)c1OC (stereo unspecified),i,-7.9
CCOc1ccccc1N(C)S(=O)(=O)c1ccc2c(c1)CC(C)N2C(=O)C1CC1 (stereo unspecified),?,nt
COc1cc(C)c(Cl)cc1S(=O)(=O)NCCCN1CCOCC1,?,nt
CCOP(=O)(OCC)c1nc(-c2cccc3ccccc23)oc1NCc1ccc(OC)cc1,?,nt
Cc1csc(SC(C)C(=O)NCC2CCCO2)n1 (stereo unspecified),?,nt
COc1ccccc1NC(=S)N1CCOCC1,-14.2%,-11.5
Cc1[nH]c(C)c(S(=O)(=O)N2CCN(c3ccccc3F)CC2)c1C(=O)N1CCCC1,4.3%,7.7
O=C(Nc1cccc(C(=O)O)c1)/C(=C/c1ccc2c(c1)OCO2)NC(=O)c1cccc(Br)c1,-21.0%,-0.2
O=S(=O)(c1ccc(F)cc1)n1ccc2cccnc21,6.9%,0.3

3 structures already listed, arranged by number of heavy atoms, low to high:
Molecule,S3 lipid droplet,S3 lipid droplet cell count max
O=S(=O)(c1ccc(F)cc1)n1ccc2cccnc21,6.9%,0.3
Cc1[nH]c(C)c(S(=O)(=O)N2CCN(c3ccccc3F)CC2)c1C(=O)N1CCCC1,4.3%,7.7
CCOP(=O)(OCC)c1nc(-c2cccc3ccccc23)oc1NCc1ccc(OC)cc1,?,nt

Screening results: PubChem, National Center for Advancing Translational Sciences (NCATS)
